# High-throughput results as filed in PubChem.
# NPR2 activator: GC-B (human) receptor activation. P20594. HEK293-GC-B cells, CNP EC30, cGMP TR-FRET; 0% at EC30 CNP, 100% saturating CNP. activation, % at 10 µM. 370,000 compounds, 0.11% hits;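 active means activation at 10 µM reaching about 35% in either raw or pattern-adjusted values, limit read from the data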
# ARFGAP1 inh: inhibitors of rat ARFGAP1. Q62848. Arfgap1-stimulated ARF1 GTP hydrolysis, GDP FP detection. inhibition, % at 16.5 µM. 360,000 compounds, 0.26% hits. AID 651572;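 active means inhibition above a per-plate limit, mean inhibition of low control wells plus 3 SD, cut at about 25% in these data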;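 further: 0% = DMSO wells with enzyme and 100% = wells lacking Arfgap1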
#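 Replicates: Single well per compound | Assay system: Truncated rat Arfgap1 GAP domain | Control set: No-Arfgap1 wells (100%) versus DMSO full-reaction wells (0%) | Times: Enzyme reaction 120 min at 25 °C after 20 min preincubation | Reagent: Human ARF1(Δ1-17)-GTP substrate | Measured by: Tracer-displacement fluorescence polarization with EDTA stop, 620/688 nm | Measure: Percent inhibition of Arfgap1-stimulated GTP hydrolysis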
# ADAM10 inh: inhibitors of human ADAM10; O14672; recombinant ADAM10, EDANS/DABCYL FRET peptide cleavage, 3 h; inhibition, % at 7 µM; 370,000 compounds, 0.62% hits; AID 720582;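 active means inhibition above a per-campaign cutoff equal to the mean of compounds falling between control-based bounds plus 3 SD, cut at about 20% in these data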;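 further: 0% = DMSO wells while the 100% control is not disclosed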
# rCAG RNA binder: r(CAG) repeat RNA binding; TO-PRO-1 dye displacement fluorescence; AID 651821; inhibition, % at 3 µM; 370,000 compounds, 1.3% hits;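 active means inhibition above the plate cutoff, the mean of all test compounds on that plate plus 3 SD, cut at about 35% in these data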;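 further: 0% = DMSO alone and 100% = 100 µM mitoxantrone as full dye displacement; higher means more dye released from RNA so lower well fluorescence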
# DDE Tn6 FP inh: DD(E)-Tn6 binding inhibition, primary FP screen | Fibrin DD(E) TRITC-Tn6 fluorescence polarization displacement | inhibition, % at 8.3 µM | 370,000 compounds, 0.21% hits;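 active means inhibition above a per-campaign cutoff: mean of compounds within control limits plus 3 SD, cut at about 15% in these data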;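 further: 0% = median of all compound wells on the plate and 100% = blocking peptide control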
# FXN GAA850 act: increases GAA850 frataxin promoter reporter activity | 360,000 compounds, 0.56% hits | activation, % at 6 µM | HEK293 lucGAA850 FXN promoter luciferase reporter, 24 h; percent of 10 µM SAHA response | AID 540364;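 active means activation above the average of all compounds screened plus 3 SD, cutoff fixed separately per campaign, cut at about 7.5% in these data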;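 further: 0% = DMSO wells and 100% = 10 µM SAHA wells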
# HGIII-sPLA2 inh: Inhibits HGIII-sPLA2 liposome hydrolysis, primary screen | QFRET BODIPY PC-A2 liposome hydrolysis, fluorescence | 370,000 compounds, 0.56% hits | inhibition, % at 12.2 µM;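 active means inhibition above mean plus 3 SD of compounds lying within the high and low control bounds, cut at about 19% in these data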;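 further: 0% = median of test compound wells and 100% = no enzyme DMSO wells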
# proKLK7 act: activates the human kallikrein-7 zymogen. P49862. purified proKLK7, EDANS-DABCYL substrate fluorescence; 100% is mature enzyme control, 0% vehicle. activation, % at 7 µM. 370,000 compounds, 0.9% hits. AID 652039;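 active means activation above the mean of all tested compounds plus 3 SD, computed per campaign excluding outliers beyond control limits, cut at about 13% in these data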
# ASAP1 inh: ASAP1 ArfGAP inhibition. ASAP1-stimulated ARF1 GTP hydrolysis, GDP FP detection. inhibition, % at 16.5 µM. 360,000 compounds, 0.19% hits. AID 624377; in the data active means inhibition above about 25%;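 further: 0% = vehicle with enzyme and substrate and 100% = no enzyme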
# GC-A act: GC-A (human) enzyme activation. activation, % at 10 µM. 370,000 compounds, 0.14% hits. AID 1671463. P16066. HEK293 GC-A cells, cGMP TR-FRET, EC30 ANP; 0% at EC30 ANP, 100% saturating ANP; in the data active means activation above about 40%
# Starred values were filed as active, the others as inactive; i = inactive; nt = no result given.
# Results follow in this order: NPR2 activator | ARFGAP1 inh | ADAM10 inh | rCAG RNA binder | DDE Tn6 FP inh | FXN GAA850 act | HGIII-sPLA2 inh | proKLK7 act | ASAP1 inh | GC-A act
- CCC(=O)Nc1ccc(/C=C(\C(C)=O)C(=O)c2ccccc2)cc1
 : -2 | 1 | 5 | -2 | 5 | -0.5 | 1 | -0.3 | 0 | 2
- O=C(CN1C(=O)NC2(CCCCCCC2)C1=O)NCc1ccccc1Cl
 : 3 | -4 | -6 | 1 | -1 | 0.1 | -2 | -0.2 | 4 | -3
- Cc1c(Cl)cccc1NC(=S)N(Cc1cccs1)C1CCCC1
 : 0 | 15 | -4 | -2 | 8 | 0.0 | 3 | 0.1 | -3 | -1
- COc1ccc(NC(=O)N2CCCC2C(=O)NCC2CCCCC2)cc1 (configuration not stated)
 : 5 | 0 | -4 | 0 | 7 | -0.7 | 1 | 0.7 | -7 | 9
- Cc1cc(=O)oc2cc(NC(=O)c3cc(F)ccc3F)ccc12
 : -4 | -3 | -164 | 1 | -6 | 2.5 | 11 | 1.6 | -9 | -1
- C=CCN1CC(C)/C(=N\O)CC1C (configuration not stated)
 : -1 | 1 | 11 | -1 | 1 | 0.6 | 0 | -0.6 | -1 | -3
- CCNC(=O)COC(=O)/C=C/c1cccc([N+](=O)[O-])c1
 : 2 | 0 | 0 | -2 | -15 | 1.1 | 0 | -0.1 | 16 | 0
- CCOC(=O)c1sc(=S)n(-c2ccc(C)cc2)c1N
 : 3 | -9 | 3 | -3 | 3 | -0.1 | 7 | 0.0 | -8 | 3
- CC(C)c1ccc(CNCCCSc2ncccn2)cc1
 : -3 | -3 | -8 | 4 | 7 | -2.3 | 6 | 0.6 | -2 | 0
- c1ccc2c(c1)nnn2Cn1nnc2ccccc21
 : 2 | -10 | 1 | 1 | 5 | -0.7 | 2 | -0.1 | 6 | -3
- C=CCNC(=O)/C(C#N)=C/c1ccccc1OCc1ccc(C(=O)OC)cc1
 : -3 | 11 | 0 | -5 | -3 | 0.0 | -3 | -14 | 7 | -5
- CC(=O)NC(CCS(C)(=O)=O)C(=O)Nc1cc(C)ccc1C (configuration not stated)
 : 8 | -3 | 0 | 0 | 0 | 1.4 | 0 | -0.2 | -9 | 1
- O=C1C2CC=CCC2C(=O)N1n1cnnc1 (configuration not stated)
 : 5 | -11 | 3 | -2 | -6 | 0.0 | 7 | -0.2 | 1 | -2
- COC(=O)c1cccc(NS(C)(=O)=O)c1
 : 2 | 10 | 3 | 1 | 3 | 0.2 | -6 | -0.9 | 15 | 4
- Cc1cccn2c1nc(=S)n2C(=O)c1ccco1
 : -3 | -1 | -11 | -3 | 3 | 2.3 | 14 | 0.8 | -1 | 2
- CC(=O)N1CCOc2ccc(S(=O)(=O)NCC3CCC(C(=O)NCCC(C)C)CC3)cc21 (configuration not stated)
 : 0 | 5 | 1 | -7 | 4 | -0.5 | -2 | 1.0 | -4 | 0
- O=C(NNC(=O)c1cnccc1C(F)(F)F)c1cccc(Cl)c1
 : 1 | -5 | -1 | -1 | -3 | -0.1 | -7 | -0.2 | -3 | 3
- C=CCn1c(SCC(=O)N(CCOC)c2c(N)n(CCCC)c(=O)[nH]c2=O)nnc1-c1ccc(Cl)cc1
 : 0 | 5 | 2 | -8 | 3 | 1.3 | 3 | 1.0 | -4 | 0
- C=CCC(C#Cc1ccccc1)[N+](C)(C)CC=C (configuration not stated)
 : 4 | -4 | -4 | 3 | 1 | 2.4 | -2 | -0.5 | -3 | 6
- Cc1c(C(=O)NCc2ccccc2F)oc2ccccc12
 : -7 | -3 | -11 | -5 | -5 | 3.0 | 5 | -0.2 | 2 | 2
- CCN(CC)CCN1C(=O)C(=O)/C(=C(/O)c2c(C)[nH]c(C(=O)OC)c2C)C1c1cccs1 (configuration not stated)
 : 4 | 3 | -12 | 4 | -1 | 1.6 | 7 | 0.2 | 7 | -1
- Cc1nn(C(C)C)c(C)c1CN1CCCC(C(=O)c2cccc(OC(C)C)c2)C1 (configuration not stated)
 : 3 | 11 | -11 | -9 | -1 | 0.1 | -9 | 1.9 | -5 | 5
- c1ccc(Cn2c(-c3ccccc3)c[n+]3c2SCCC3)cc1
 : 4 | 4 | 2 | -1 | -1 | -0.8 | -7 | 0.3 | 2 | 3
- CC1CN(CC(=O)c2c(N)n(Cc3ccccc3)c(=O)n(C)c2=O)CC(C)O1 (configuration not stated)
 : 5 | 9 | -2 | -7 | 2 | -1.2 | -2 | 0.4 | 3 | 4
- Cc1cccn2c(=O)c3cc(C(=O)NCCc4ccccc4)c(=N)n(Cc4ccco4)c3nc12
 : 9 | -6 | i | 12 | -9 | -2.1 | 5 | -8.2 | 1 | 20
- COc1ccc(CN2CCN(Cc3ccccc3)C(CCO)C2)cc1OC (configuration not stated)
 : 2 | 7 | -6 | -5 | 1 | 0.7 | -1 | 5.3 | 10 | -1
- COc1ccc([N+](=O)[O-])cc1NC(=O)c1ccc(CN(c2ccc(C)c(C)c2)S(C)(=O)=O)cc1
 : -1 | 5 | 16 | 16 | -5 | -7.3 | -15 | 0.2 | 16 | 1
- COc1ccccc1-c1c(C)oc2c(CN3CCCCC3C)c(O)ccc2c1=O (configuration not stated)
 : 3 | 16 | i | 2 | 5 | 0.3 | 15 | 53* | 2 | 4
- CC(=O)C1=C(C)NC(=S)NC1c1ccc(F)cc1 (configuration not stated)
 : 7 | -7 | -1 | 4 | 0 | nt | 5 | -0.7 | -7 | 4
- COC(=O)c1cc2c(c3c4cc(F)ccc4n(S(=O)(=O)c4cccc(C)c4)c13)C(=O)N(c1ccc(OC)cc1)C2
 : -1 | 7 | -15 | 16 | 3 | nt | 11 | -0.4 | -3 | -2
- CCCCCC(=O)N1C[C@H](n2cc(COC(=O)c3ccccc3)nn2)[C@@H](O)C[C@@H]1c1ccc(Cl)cc1
 : -1 | -3 | 5 | 4 | -6 | 1.7 | -19 | 0.1 | -4 | -6
- CC(C)C1Oc2cc3oc(=O)ccc3cc2C1=O (configuration not stated)
 : -3 | 3 | i | 2 | -1 | 1.5 | -5 | 35* | 1 | -3
- COc1ccc(NC(=O)CSc2nncn2C)cc1
 : -7 | -3 | 4 | 1 | 1 | 1.4 | -1 | -0.1 | -8 | -1
- COc1cccc(NC(=O)CN(C)C(=O)c2cc3c(s2)CCCCC3)c1
 : -4 | -6 | -8 | 2 | 3 | -0.7 | -10 | 0.3 | -4 | -1
- OCCCNc1ncnc2c1ncn2[C@H]1CN(Cc2cccs2)C[C@@H](CO)O1
 : 2 | -7 | -12 | 1 | 2 | -0.1 | 7 | -0.2 | -4 | 1
- Cc1ccc(S(=O)(=O)Nc2ccccc2)cc1[N+](=O)[O-]
 : -3 | 10 | 0 | 1 | 2 | -0.9 | -12 | 0.1 | 2 | 1
- Nn1c(SCc2ccc(Br)cc2)nnc1-c1ccncc1
 : 6 | -7 | -14 | -3 | 1 | -1.8 | 1 | 0.1 | -9 | 1
- COc1cc2c(cc1OC)C(c1cc3ccccc3oc1=O)=NC(C)(C)C2
 : 4 | 2 | -418 | -2 | -4 | 4.5 | 3 | 10 | -10 | 7
- COCCNC(=O)C1CCCN(C(=O)c2ccc3c(c2)C(C)(C)CCC3(C)C)CC1 (configuration not stated)
 : 0 | 0 | -5 | -3 | 4 | 4.9 | -5 | 0.9 | -4 | 4
- CSc1ccc(C(=O)Nc2cc(S(=O)(=O)N3CCOCC3)ccc2N2CCOCC2)cc1[N+](=O)[O-]
 : -7 | -1 | 5 | 4 | 4 | 1.0 | -6 | -0.6 | -15 | -7
- Cc1ccc(CC(CC(=O)NCCc2ccc3c(c2)OCO3)C(=O)O)cc1 (configuration not stated)
 : -5 | -8 | -1 | 3 | 4 | 1.2 | 4 | -0.1 | -1 | 1
- Cc1cc(C)cc(-n2nnnc2SCC(=O)N2CCOCC2)c1
 : 7 | 7 | 8 | -4 | -1 | 0.0 | -2 | 0.9 | 9 | 6
- CCO[C@@H]1OC(C(N)=O)=C[C@H](c2ccc(Br)cc2)[C@H]1CCCO
 : -1 | 37* | 1 | -1 | -4 | 1.0 | 1 | -0.5 | -2 | -1
- COc1ccc(-c2cc(C(F)(F)F)n3nc(C(=O)Nc4c(C)n(C)n(-c5ccccc5)c4=O)cc3n2)cc1
 : 3 | 4 | -82 | -5 | -2 | 0.2 | -2 | -0.6 | 1 | 1
